High-throughput results deposited in PubChem BioAssay by Broad Institute.
esBAF inh – SWI/SNF esBAF complex inhibition. mouse ES cells, Bmi1-luciferase knock-in reporter, 24 h; 100% = twice the neutral-well signal. reporter increase, % at 12.5 µM. actives 2% (n = 350,000). AID 602393; in the data active = activation above about 40%;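 note: 0% = median of the plate's neutral control wells and 100% = double that signal; a rise in the Bmi1 reporter signal indicates esBAF inhibition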
Xi reactivation – reactivates the inactive X chromosome in mouse fibroblasts; actives 0.055% (n = 360,000); XiGFP mouse fibroblasts, % GFP-positive cells imaging, 3 d; cells co-treated with 5-aza-dC sensitizer; scaled so ellipticine positive control = 100%; activation, % at 7.58 µM; AID 743238;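 active = mean normalized replicate activation at least 10% and every replicate at or above 10%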;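 note: 0% = median of on-plate neutral control wells and 100% = ellipticine 6 µM median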
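Schedule: 3 d treatment, 15 min room-temperature fixation; system: 68-5-11 XiGFP fibroblast line; buffer or medium: DMEM plus 5-aza-dC sensitizer; control set: ellipticine 6 µM positive control; compound: one concentration, pinned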
E-sel inducer – E-selectin induction on HUVECs; HUVEC E-selectin immunofluorescence imaging; normalized: neutral wells 0, TNF-alpha wells 100; activation, % at 7.58 µM; actives 0.37% (n = 260,000);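 active = mean E-selectin-positive cell signal at least 10% of the positive control, reached in at least 60% of replicates, without over 20% cell loss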;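 note: in these data hits start at about 27%; measured in HUVEC primary endothelial cells; signal is the percent of cells scored E-selectin positive by PE staining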
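Assay system: HUVEC primary endothelial cells. Input: 3,000 HUVEC seeded per well. Doses: one compound dose added by pin transfer. Read-out basis: % PE-positive cells. Benchmarks: TNF-alpha high, DMSO low. Detection: immunofluorescence imaging. Buffer or medium: EGM-2, gelatin.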
FN deposition inh – fibronectin deposition inhibition. AH1F fibroblasts, Alexa488-fibronectin deposition fluorescence, overnight. inhibition, % at 12.6 µM. actives 0.086% (n = 350,000);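 active = mean inhibition across replicates of 30% or more, regardless of how many single replicates reach that level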;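 note: positive control wells lacked labelled fibronectin entirely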
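Test system: AH1F fibroblast monolayer depositing Alexa488-labelled fibronectin into matrix. Input: 10000 cells per well. Technique: fluorescence, ex 485 nm, em 525 nm. Buffer or medium: DMEM plus 2% serum, read in PBS. Timing: 1 h cell adhesion before compound, then overnight fibronectin incubation. Compound: single dose, pinned. Read-out basis: inhibition from reduced deposited-fibronectin fluorescence.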
RAD54 branch – blocks human RAD54 Holliday junction branch migration | Q92698 | FAM/BHQ fluorescence | inhibition, % at 10.4 µM | actives 0.14% (n = 360,000);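 active = mean normalized replicate activity at least 40 and at least half of replicates scoring 40 or more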;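 note: 0% = median of neutral control wells and 100% = median of positive control wells; inhibitors cause a drop in the FAM fluorescence signal; in these data hits start at about 50%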
Target sequence (Q92698 whole entry, looked up): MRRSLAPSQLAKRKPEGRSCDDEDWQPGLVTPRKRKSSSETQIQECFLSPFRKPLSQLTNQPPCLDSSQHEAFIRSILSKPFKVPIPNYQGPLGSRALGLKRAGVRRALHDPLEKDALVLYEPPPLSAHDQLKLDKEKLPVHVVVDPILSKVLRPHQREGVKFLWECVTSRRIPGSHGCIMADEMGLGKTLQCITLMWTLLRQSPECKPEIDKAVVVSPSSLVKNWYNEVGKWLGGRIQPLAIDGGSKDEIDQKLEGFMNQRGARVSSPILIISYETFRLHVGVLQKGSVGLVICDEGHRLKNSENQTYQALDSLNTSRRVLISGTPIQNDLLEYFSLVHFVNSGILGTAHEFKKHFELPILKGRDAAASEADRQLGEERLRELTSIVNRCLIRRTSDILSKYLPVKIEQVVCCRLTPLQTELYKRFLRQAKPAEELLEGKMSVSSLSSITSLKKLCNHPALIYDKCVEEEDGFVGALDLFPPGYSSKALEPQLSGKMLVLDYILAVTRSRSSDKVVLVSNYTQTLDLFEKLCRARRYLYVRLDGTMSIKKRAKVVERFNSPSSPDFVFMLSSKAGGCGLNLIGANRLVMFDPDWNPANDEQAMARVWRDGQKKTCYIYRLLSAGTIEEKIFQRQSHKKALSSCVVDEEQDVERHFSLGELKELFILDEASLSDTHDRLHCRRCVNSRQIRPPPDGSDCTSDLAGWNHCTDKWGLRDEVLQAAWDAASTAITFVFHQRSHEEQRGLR
EWS-Fli block – inhibitors of EWS/Fli oncoprotein transcriptional activity | actives 0.67% (n = 350,000) | A673 NR0B1-luciferase reporter, viability-normalised | inhibition, % at 12.6 µM;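 active = mean inhibition of at least 50% after viability correction, with every replicate also passing that limit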;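 note: firefly luciferase signal divided by Alamar Blue viability fluorescence both relative to DMSO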
RAD52 inh – inhibitors of human RAD52 DNA annealing; P43351; recombinant RAD52 DNA annealing, FRET fluorescence; inhibition, % at 18.7 µM; actives 0.46% (n = 360,000); AID 651710;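 active = every replicate showing at least 50% inhibition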
S100A4 inh HTS – blocks human S100A4 binding to myosin IIA peptide. P26447. S100A4/TAMRA-MyoIIA peptide fluorescence polarization. inhibition, % at 10.7 µM. actives 0.14% (n = 360,000);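 active = mean inhibition of at least 70% across replicates, with every replicate also reaching that level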
Target sequence (P26447 whole entry, looked up): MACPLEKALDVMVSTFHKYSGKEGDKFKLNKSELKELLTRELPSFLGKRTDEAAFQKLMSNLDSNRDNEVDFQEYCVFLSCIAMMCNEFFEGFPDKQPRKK
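Test system: S100A4 monomer protein; Medium: HEPES pH 7.2 with CaCl2, KCl, NaCl, DTT, Triton; Probe or stimulus: TAMRA-labelled myosin IIA heavy-chain peptide probe, 5 nM; Doses: one dose per compound; Times: polarization read 5 min after assay mix addition, stable 5–60 min; Benchmarks: neutral control DMSO, positive control TFP.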
An asterisk follows results filed as active; / = not tested or not shown; & = joins results of further samples.

entry	SMILES	esBAF inh	Xi reactivation	E-sel inducer	FN deposition inh	RAD54 branch	EWS-Fli block	RAD52 inh	S100A4 inh HTS
1	CCN(CC)CCn1c2c(c(SCC(=O)Nc3ccc(C(C)C)cc3)nc1=O)CCC2	/	-0.1	1.3	0.7	3.5	13.1	-6.7	-0.8
2	Cc1ccc(S(=O)(=O)N2CCC(=O)N(C(COCc3ccccc3)C(C)C)CC2)cc1 (stereo not given)	5.0	0.0	0.2	1.0	-4.9	-3.4	-8.0	1.1
3	CCN(CC(=O)NCc1cccs1)C(=O)Cc1ccc(C)c(C)c1	6.9	0.0	-0.3	-2.0	4.6	4.6	-12.9	6.6
4	C[C@@H]1CCCCO[C@H](CN(C)Cc2ccc3c(c2)OCO3)[C@H](C)CN([C@H](C)CO)C(=O)c2cc(NC(=O)Nc3ccc4c(c3)OCO4)ccc2O1	5.8	-0.1	/	-2.9	2.5	-1.4	34.1	10.7
5	O=C(CCS(=O)(=O)c1ccccc1)N1CCN(c2ccccc2F)CC1	14.5	0.3	0.6	/	-11.5	-53.7	-9.9	8.1
6	O=C(CNC(=O)c1ccco1)NNC(=O)c1n[nH]c(=O)c2ccccc12	2.5	0.0	-0.2	-1.6	-6.2	1.0	-3.7	-3.5
7	Cc1cc(C)cc(NC(=O)CCC(=O)N2CCSc3ccccc32)c1	2.2	0.2	0.2	5.5	-17.3	8.4	-13.0	-6.8
8	C[C@@H]1CN([C@H](C)CO)C(=O)Cc2cc(NC(=O)Cc3cn(C)c4ccccc34)ccc2O[C@H]1CN(C)S(=O)(=O)c1ccccc1	-4.4	0.0	0.1	/	0.0	5.0	-15.1	-8.1
9	CCCCn1c2c(c(=N)c3ccccc31)CCC2	/	-0.1	/	-0.5	0.5	19.9	-3.2	-2.5
10	CCOc1ccccc1C(=O)NCC(=O)NNC(=O)c1csc(N2CCOCC2)n1	-1.1	0.3	-0.1	2.8	1.8	0.7	-7.5	1.0
11	CCCCCCCC(=O)NNC(=O)Cc1ccccc1	-12.9	/	/	/	-2.8	5.4	-9.6	-4.6
12	CN(N=Cc1ccc(N(C)C)cc1)C(=O)c1ccccc1N	/	0.1	0.0	11.1	/	-79.8	-54.6	-7.9
13	O=C(NNC(=O)c1cc(-c2ccncc2)nc2ccccc12)c1ccccc1O	-8.2	1.8	0.1	-3.8	-5.7	-8.9	-13.1	5.0
14	CC(C)C[C@H]1CNC(=O)C(=O)N1CC1CCN(CCc2ccccc2)CC1	1.6	0.0	-0.1	-7.5	2.9	8.8	-10.4	-4.1
15	CC(=O)N(C)C[C@@H]1Oc2ncc(-c3ccccc3F)cc2C(=O)N([C@@H](C)CO)C[C@@H]1C	1.8	-1.1	0.1	-4.8	-5.0	-7.6	9.9	-10.2

In the list so far, these contain fluorine.
entry	SMILES	esBAF inh	Xi reactivation	E-sel inducer	FN deposition inh	RAD54 branch	EWS-Fli block	RAD52 inh	S100A4 inh HTS
5	O=C(CCS(=O)(=O)c1ccccc1)N1CCN(c2ccccc2F)CC1	14.5	0.3	0.6	/	-11.5	-53.7	-9.9	8.1
15	CC(=O)N(C)C[C@@H]1Oc2ncc(-c3ccccc3F)cc2C(=O)N([C@@H](C)CO)C[C@@H]1C	1.8	-1.1	0.1	-4.8	-5.0	-7.6	9.9	-10.2

(more compounds)
entry	SMILES	esBAF inh	Xi reactivation	E-sel inducer	FN deposition inh	RAD54 branch	EWS-Fli block	RAD52 inh	S100A4 inh HTS
16	CCS(=O)(=O)N1CC2(C1)[C@H](c1ccccc1)[C@H](CO)N2CCC(F)(F)F	/	0.0	-0.2	/	/	5.6	-11.8	-3.0
17	CCN(C(=O)C(C)Sc1nnc(-c2ccncc2)n1C)C1CCCCC1 (stereo not given)	-4.9	-0.1	/	-6.5	-5.4	-4.0	-12.1	0.0
18	CCCCOc1ccccc1/C=N/NC(=O)CC#N	/	-0.2	/	-4.3	/	-10.9	-9.7	-2.7
19	Cc1cc(Cl)ccc1NNC(=O)c1c(C)noc1C	0.9	0.0	/	2.2	/	17.5	5.8	-0.6
20	COc1ccc(COC(=O)CCN=C2NS(=O)(=O)c3ccccc32)cc1F	-2.7	0.0	-1.7	-0.7	/	0.5	-3.5	-0.4
21	CO[C@H]1CN(C)C(=O)c2cc(NS(=O)(=O)CC(F)(F)F)ccc2OC[C@@H](C)N(C(=O)NC(C)C)C[C@H]1C	-0.8	0.5	-0.1	-5.3	-6.1	10.5	11.0	6.8
22	C[C@@H]1CN([C@H](C)CO)C(=O)c2cc(C3=CCCC3)cnc2O[C@@H]1CN(C)C(=O)c1ccc2c(c1)OCO2	-3.8	0.5	0.4	/	5.0	-5.3	2.7	-0.9
23	COC(=O)Cc1cc(=O)n(-c2nc3ccccc3[nH]2)[nH]1	-15.6	/	/	/	/	-1.5	-18.5	-0.9
24	CC(=O)C1C(c2ccccc2OC(F)F)NC(=O)NC1(O)C(F)(F)F (stereo not given)	/	0.0	/	-7.8	/	-9.5	-11.4	-3.4
25	CC(=O)N1[C@H](CO)[C@@H](c2ccc(-c3ccc(F)cc3)cc2)[C@@H]1CNC(=O)C1CC1	-3.6	0.1	0.1	5.0	-2.2	6.2	/	/
26	CN(C)c1nc(Cl)nc2c1nc(Cl)n2C1CCCCO1 (stereo not given)	-4.8	0.1	0.4	-5.3	-3.7	-7.0	-3.4	-17.5
27	Cc1noc(C)c1S(=O)(=O)Nc1ccc2c(c1)CC(=O)N([C@@H](C)CO)C[C@H](C)[C@H](CN(C)C(=O)Nc1ccc3c(c1)OCO3)O2	1.9	-0.1	3.3	/	0.2	-0.2	/	/
28	O=C(C1CCC1)N1C[C@@H]2[C@H](c3ccccc31)[C@@H](CO)N2C(=O)c1ccccc1F	-3.6	0.1	0.0	-5.4	-1.1	0.2	6.1	1.3
29	COC(=O)c1ccc(OCC(O)CNCC(c2ccc(OC)cc2)N(C)C)c(OC)c1 (stereo not given)	21.9	0.1	/	-5.3	-0.3	-17.0	-9.2	-9.7
30	O=C(c1cn(-c2ccccc2)nc1-c1cc2ccccc2oc1=O)N1CCOCC1	-10.6	0.0	/	9.4	3.5	16.3	-20.9	0.8
31	COCc1cc(C)nc(OC)c1C(N)=O	/	0.2	3.1	/	/	0.6	-1.5	4.7
32	C[C@@H]1CN([C@H](C)CO)C(=O)c2cccc(NS(=O)(=O)c3cn(C)cn3)c2O[C@@H]1CN(C)Cc1ccc(-c2ccccc2)cc1	-8.9	0.0	0.8	/	12.5	0.3	-5.2	5.2
33	CC(c1ccc(F)cc1)n1cc(C(=O)NCc2ccccn2)nn1 (stereo not given)	-11.4	0.3	-8.3	0.7	/	-0.3	-15.0	-4.0
34	CCC(=O)Nc1ccc2c(c1)C(=O)N(C)[C@H]1CC[C@@H](CC(=O)O)O[C@@H]1CO2	0.0	0.3	0.2	-1.7	-3.4	-1.4	-0.1	1.7
35	O=C(NCCc1csc(-c2cccnc2)n1)c1c(F)cccc1F	-5.3	-0.1	/	-9.7	-9.5	-4.6	-10.9	-2.8
36	O=C(NCCCN1CCOCC1)c1cc(S(=O)(=O)N2CCOCC2)c(Cl)cc1Cl	-4.7	0.0	-0.1	1.1	7.7	1.4	-8.9	-3.3
37	CCOc1cc(Br)ccc1S(=O)(=O)N1CCC(C(N)=O)CC1	/	-0.1	-1.1	1.6	/	-3.4	-4.5	-2.5
38	C[C@H](CO)N1C[C@H](C)[C@H](CN(C)S(=O)(=O)c2ccc(F)cc2)Oc2ccc(NC(=O)Nc3ccccc3)cc2C1=O	-3.2	-1.2	-0.1	3.9	9.1	-12.9	9.6	12.2
39	Cc1cccc(C)c1N1CCN(C(=O)N2CCOCC2)CC1	/	0.1	1.9	-8.1	/	-10.7	-15.8	-3.1
40	N#C/C(=C(/O)CCl)c1nnc2n1CCCCC2	/	-0.1	5.7	2.7	-2.6	2.4	-15.9	0.5
41	Cc1ccc(C)c(NC(=O)CCC(=O)N/N=C/c2cc([N+](=O)[O-])ccc2O)c1	-1.8	-0.1	/	6.6	-3.6	17.8	-11.8	-0.6
42	COc1ccccc1-c1cccc(-c2nc(C(=O)Nc3nccs3)cc3c2[C@H](CCO)N(C(C)=O)C3)c1	/	0.0&0.2	0.0&0.1	8.0&-2.3	/	0.4&2.7	10.4&-5.6	-25.1&-6.8
43	CCCC#Cc1ccc2c(c1)O[C@H](CN(C)C(C)=O)[C@@H](C)CN([C@@H](C)CO)S2(=O)=O	0.6	-1.2	0.4	-3.0	9.3	1.7	15.3	0.1
44	COC(=O)C(Cc1ccccc1)NC(=O)C12CC3CC(CC(C3)C1)C2 (stereo not given)	/	0.0	4.2	4.0	/	4.5	-8.0	0.4
45	Cn1c(=O)n(C)c2cc([N+](=O)[O-])c(N3CCN(C(=O)c4ccc(F)cc4)CC3)cc21	/	0.2	/	4.6	/	14.6	1.2	-1.6
46	C[C@H]1CN([C@@H](C)CO)C(=O)Cc2cc(NS(C)(=O)=O)ccc2O[C@@H]1CN(C)S(C)(=O)=O	-3.8	0.0	-5.8	/	1.1	-1.1	-23.8	0.3
47	COC(=O)[C@]12C[C@H](CC(=O)NCc3ccc(OC)c(OC)c3)C(=O)N(Cc3ccccc3)C1=C[C@H](C1CCCC1)O[C@@H]2C	/	0.2	0.2	4.8	/	-8.2	-12.9	34.7
48	CN(C(=O)c1cccc(NC(=O)Cc2ccc([N+](=O)[O-])cc2)c1)C1CCCC1	-10.3	0.0	-0.2	12.2	-3.4	20.5	-70.2	4.2
49	C[C@H]1CN([C@@H](C)CO)C(=O)c2cc(C#CCN(C)C)cnc2O[C@H]1CN(C)Cc1ccc(-c2ccccc2)cc1	-3.8	-1.9	1.4	/	5.4	30.2	-22.1	-5.0
50	COc1cc([N+](=O)[O-])ccc1NC(=O)COC(=O)C=C(C)C	2.5	0.3	-0.2	4.6	-6.0	3.1	-7.5	0.2
51	CN(C)CC#Cc1ccc([C@H]2[C@@H](CO)N3CCCCN(C(=O)C4CCC4)C[C@H]23)cc1	2.5	0.1	-0.3	/	4.3	-5.9	7.8	-3.6
